From PubChem BioAssay
IP6K1 inh: blocks human inositol hexakisphosphate kinase 1. IP6K1 kinase, ADP-Glo luminescence, 2 h; hits give low values. activity change, % (series mostly up to about 58 µM). Q92551. hit rate 0.81% among 140,000. AID 1645851; in the data active = activity change below about -25%
Target sequence (Q92551 whole entry, looked up): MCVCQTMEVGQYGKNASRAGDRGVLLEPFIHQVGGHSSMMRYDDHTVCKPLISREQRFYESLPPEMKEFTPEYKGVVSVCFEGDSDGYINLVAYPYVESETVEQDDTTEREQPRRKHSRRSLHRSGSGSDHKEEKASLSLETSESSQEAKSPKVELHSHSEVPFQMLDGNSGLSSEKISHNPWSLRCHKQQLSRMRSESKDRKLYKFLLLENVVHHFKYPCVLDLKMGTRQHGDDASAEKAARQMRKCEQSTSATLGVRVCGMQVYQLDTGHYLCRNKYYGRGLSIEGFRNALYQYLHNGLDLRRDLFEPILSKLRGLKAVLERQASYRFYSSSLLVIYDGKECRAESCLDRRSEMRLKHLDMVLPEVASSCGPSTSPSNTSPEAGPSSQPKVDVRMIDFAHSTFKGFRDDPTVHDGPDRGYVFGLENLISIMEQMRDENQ
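ADP-Glo luminescence measures ADP made by human IP6K1 during a 2 h RT reaction with ATP/IP6 (mix at 1.3 mM/130 uM); top library doses 57.5 and 19.1 uM final.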
3T3 cytotox: kills NIH 3T3 cells | Potency, µM (series often up to 96.7 µM), without a hit: at the top dose activity change, negative = cytotoxicity, usual class: inhibitors | hit rate 4.3% among 94,000 | AID 1345082 | NIH 3T3 viability, CellTiter-Glo ATP luminescence, 48-72 h; also: potency is read from the fitted curve at half-maximal effect; nearly all actives have a fitted effect of over 55% in size
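Cytotoxicity is measured as loss of cellular ATP: NIH 3T3 cells (400/well) are exposed to compound for 48 or 72 hr at 37 °C, then CellTiter-Glo luminescence is imaged after 10 min at room temperature.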
SNCA expr inh: reduces expression of the alpha-synuclein gene | HEK-293 SNCA-luciferase knock-in, luminescence, 24 h | Potency, µM (titrated, usually from 57.2 µM), without a hit: top-dose activity change, negative = inhibition, most hits filed as inhibitors | hit rate 0.17% among 140,000 | AID 1671194;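 also: potency is read from the fitted curve at half-maximal effect; plate controls were DMSO cells for no effect and cell-free wells for full effect; nearly all actives have a fitted effect of over 45% in size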
FLuc inh: Photinus pyralis luciferase inhibition. hit rate 2.5% among 76,000. P08659. purified P. pyralis luciferase, luminescence, biochemical. Potency, µM (top dose mostly 115 µM), without a hit: at the highest dose activity change, negative = inhibition, hits mostly inhibitors; also: potency is read from the fitted curve at half-maximal effect; nearly all actives have a fitted effect of over 65% in size
Target sequence (P08659 whole entry, looked up): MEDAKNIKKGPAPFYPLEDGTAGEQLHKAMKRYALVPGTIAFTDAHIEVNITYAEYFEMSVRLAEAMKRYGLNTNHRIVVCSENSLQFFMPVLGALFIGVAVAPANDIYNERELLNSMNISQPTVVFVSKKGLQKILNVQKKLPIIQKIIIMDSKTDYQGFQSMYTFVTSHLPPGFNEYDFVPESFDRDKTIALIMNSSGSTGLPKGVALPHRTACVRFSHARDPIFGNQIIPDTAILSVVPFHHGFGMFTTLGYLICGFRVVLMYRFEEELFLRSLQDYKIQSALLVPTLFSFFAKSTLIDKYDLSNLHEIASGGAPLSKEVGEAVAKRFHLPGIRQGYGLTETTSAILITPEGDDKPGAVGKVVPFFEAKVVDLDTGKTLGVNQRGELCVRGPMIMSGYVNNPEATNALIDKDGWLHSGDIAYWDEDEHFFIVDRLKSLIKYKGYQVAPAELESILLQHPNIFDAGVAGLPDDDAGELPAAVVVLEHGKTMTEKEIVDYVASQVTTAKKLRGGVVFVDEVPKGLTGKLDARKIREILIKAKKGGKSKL
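Cell-free enzyme assay, 10nM P. pyralis luciferase, luciferin and ATP each at 10uM. Inhibition profiled over a 6-point titration, read as luminescence.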
HEK293 viab: reduces viability of HEK-293 SNCA reporter cells; HEK-293-SNCA-luc viability, GF-AFC fluorescence, 24 h; Potency, µM (titrated, usually from 57.1 µM), without a hit: top-dose activity change, negative = cytotoxicity, actives largely listed as cytotoxic; hit rate 0.12% among 150,000;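 also: potency is read from the fitted curve at half-maximal effect; 0% = DMSO-treated cells and -100% = medium-only wells without cells; nearly all actives have a fitted effect of over 30% in size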
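Cytotoxicity counterscreen: after 24 h compound treatment of genome-edited SNCA-luciferase HEK-293 cells, live-cell protease substrate GF-AFC read by fluorescence after 30 min; activity scaled between DMSO (0%) and medium-only (-100%), curves Hill-fitted.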
HEK cytotox: kills HEK 293 cells. Potency, µM (top dose mostly 115 µM), for inactives: at the top dose activity change, negative = cytotoxicity, usual class: inhibitors. HEK 293 viability, ATP luminescence (CellTiter-Glo), 48-72 h. hit rate 6.6% among 94,000; also: potency is read from the fitted curve at half-maximal effect; nearly all actives have a fitted effect of over 60% in size
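Read-out: CellTiter-Glo ATP luminescence. Cells: HEK 293, 250 cells/well. Exposure: 48 or 72 hr, 37 degree Celsius.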
GPT2 inh: GPT2 alanine aminotransferase inhibition | AID 1671188 | Potency, µM (series often up to 57.7 µM), for the others: at the top dose activity change, negative = inhibition, most hits filed as inhibitors | Q8TD30 | hit rate 0.25% among 100,000 | Recombinant GPT2, coupled pyruvate oxidase/HRP Amplex Red fluorescence; also: potency is read from the fitted curve at half-maximal effect; nearly all actives have a fitted effect of over 60% in size; many of its hits are not listed in these tables
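Fluorescence of coupled pyruvate oxidase/HRP/Amplex Red system (50uM Amplex, 30 min, dark) reports pyruvate formed by GPT2. Enzyme reaction: 10ng/uL GPT2, 2mM L-alanine, 250uM a-KG, 30 min room temperature, pH 7.5; 50uM AOA control.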
* = called active by the depositor; i = inactive; ? = inconclusive; · = not tested or not shown; & = joins results of further samples; [ ] = dose if it differs, or a comment. Unless noted, calls follow the shape of the dose curve; as a rule, active = well fitted curve in the direction sought with a large enough effect; inconclusive = small, poorly fitted or top-dose-only effect, or another doubt; inactive = no such curve, though single readings can be large; an effect the other way counts as inactive or inconclusive. Unless noted, % is scaled to controls: 0 for no effect and ±100 for the full control effect. An excerpt; the hit share may differ from the screen's.

SMILES	IP6K1 inh	3T3 cytotox	SNCA expr inh	FLuc inh	HEK293 viab	HEK cytotox	GPT2 inh
COc1ccc(C(=O)N2CCC(n3cc(-c4nc(-c5ccccc5)no4)nn3)C2)cc1 (stereo not drawn)	11	?	9%	?	-12%	?	-1%
COCCNC(=O)[C@@H]1C[C@@H](O)CN1C1CCN(C(=O)c2cccs2)CC1	4	i	6%	0%	1%	-1%	1%
COCCNC(=O)[C@@H]1C[C@H](Oc2cccnc2)CN1C(=O)c1ccc(OC)nc1OC	1	-15%	2%	-10%	-26%	i	0%
COc1ccc(CN2CCC3(COc4ccccc4C(=O)N3)C2)cc1 (stereo not drawn)	2	?	-14%	3%	8%	?	2%
CCC1=C(C(=O)OC)C(c2ccccc2F)N2C(CC(=O)NC3CC3)=CSC2=N1 (stereo not drawn)	-3	0%	14%	-4%	-1%	-6%	2%
CCc1cccc(C)c1NC(=O)C1CCCN1S(=O)(=O)c1cccc2nsnc12 (stereo not drawn)	-17	·	-12%	·	2%	·	·
O=C(Cn1nc(-c2ccccc2)c2cnc3ccc(F)cc3c21)NC1CCCC1	22	·	44%[activator]	·	1%	·	·
CCN1CCN(CCNC(=O)C23CCCC=C2N(Cc2ccccc2)C(=O)CC3)CC1 (stereo not drawn)	10	-29%	36%[activator]	·	-13%	-17%	i
COc1ccccc1Nc1ccnc(N2CCC(C(=O)N3CCN(Cc4ccccc4)CC3)CC2)n1	19	?	-11%	·	-4%	?	i
Cc1ccc(-c2cn3cc(C(=O)N4CCCCC4)nc3s2)cc1	7	?	60%[activator][87.6 µM]	·	15%[87.6 µM]	?	i
O=C([C@H]1CCCN1C(=O)Nc1ccccc1)N1CCCC(c2nc3ccncc3[nH]2)C1 (stereo partly drawn)	11	-17%	4%	·	-2%	-4%	i
CCOCc1nc(C2CCCN(C(=O)c3ccccn3)C2)no1 (stereo not drawn)	-2	3%	-16%	-5%	0%[12.5 µM]	2%	1%
C=C(CCO)C(=O)OCC1OCC(OC(=O)C(=C)CCO[C@@H]2O[C@H](COC(=O)C(=C)CCO[C@@H]3O[C@H](CO)[C@@H](O)[C@H](O)[C@H]3O)[C@@H](O)[C@H](O)[C@H]2O)C(O)C1O (stereo partly drawn)	-3	·	·	·	2%[23.9 µM]	·	3%[17.1 µM]
CCn1cc(S(=O)(=O)N2CCCC(Cc3noc(-c4cnccn4)n3)C2)cn1 (stereo not drawn)	5	-38%	34%[activator]	0%	21%	-11%	2%
OCC1CCCN(c2cc(-c3ccccc3F)nc3ccnn23)C1 (stereo not drawn)	15	-12%	24%	-16%	-9%	?	-6%
Cc1nc2c(c(NC3CC3)n1)CCN(C(=O)CCc1cccnc1)CC2	3	?	2%	9%	-6%	-5%	1%
CCOc1ccc(-c2cc(C(=O)NCc3ccccc3)c3c(-c4ccc(CC)cc4)[nH]nc3n2)cc1	-12	·	4%	·	3%	·	·
O=C(c1ccco1)N1CCC2(CC1)NCCc1c2[nH]c2ccccc12	5	-6%	43%[activator]	-5%	-3%[12.5 µM]	?	i
CSCC[C@@H]1NC(=O)c2cc(NC(=O)c3ccc4ccn(C)c4c3)ccc2NC1=O	-14	-9%	-6%	7%	1%	?	i
CCN1CCN(C(=O)c2ccc(-c3nnc4ccc(NC(=O)C5CCC5)cn34)cc2)CC1	-7	-5%	13%	?	8%	?	i
CN1C(=O)c2cccn2CC1C(=O)NC1CCCCCC1 (stereo not drawn)	5	-14%	?	8%	-2%	0%	i
O=[S+]([O-])(c1cccs1)N1CCc2nc(-c3ccccc3)nc(-c3ccc(Cl)cc3)c2C1	-11	-8%	7%	·	-10%	-1%	i
O=C(c1ccn[nH]1)N1CCC(c2nc(CCOCC3CC3)no2)C1 (stereo not drawn)	15	-12%	29%	-5%	-5%[12.5 µM]	5%	i
NC(=O)Cc1c[nH]c2ncc(-c3ccccc3C(F)(F)F)cc12	-34*	-28%[138 µM]	-11%[87.6 µM]	4%[172 µM]	-10%[87.6 µM]	?	-17%[88.5 µM]
COc1ccc(-c2noc(CCC(=O)N(C)c3ccccc3C)n2)cc1	0	·	-5%	·	-17%	·	·
Cn1nccc1C(O)c1cc2n(n1)CCN(CC(=O)NCc1ccco1)C2 (stereo not drawn)	-12	-1%	2%	1%	0%	i	2%
CCc1ccccc1NC(=O)N1CC(C(=O)N(C)C)C2(CCOCC2)C1 (stereo not drawn)	33	-17%	25%	-6%	10%	-7%	0%
COc1cc(NS(=O)(=O)c2cc(Br)cc3c2N(C(=O)C2CC2)CC3)cc(OC)c1	15	·	45%[activator]	·	-27%	·	·
CCOc1ccc(NC(=O)c2ccc(-c3cccc(Cl)c3C)o2)cc1	3	·	9%	·	4%	·	·
CN(C)c1ccc(CNC(=O)c2cccc(NC(=O)N3CCSc4ncccc43)c2)cc1	-11	·	17%	·	-6%	·	·
O=C(COc1ccccc1)N1CCCN(c2cc(-c3ccc(Cl)cc3)[nH]n2)CC1	0	?	37%[activator]	-10%	1%	?	?
O=C(c1cccnc1)N1CCN(c2ccc3nnc(C4CC4)n3n2)CC1	7&28	-26%&-32%	·	·	·	2%	·
CC(C)c1noc(-c2ccn3c(CNC(=O)c4ccoc4)nnc3c2)n1	-10	?	-12%	-3%	5%	i	-9%
CC(=O)c1ccc(NC(=O)Cn2c(-c3cnccn3)nc(C)c(C)c2=O)cc1	-4	-16%	14%	2%	-16%	2%	4%
Cc1ccc(C)c(NC(=O)C2CCCN(c3nc4ccccc4s3)C2)c1 (stereo not drawn)	13	·	156%[activator]	·	0%	·	·
COC(=O)c1sc2c(c1C)c(=O)n(-c1ccccc1)c(=O)n2CC(=O)Nc1cccc(C)c1	6	·	0%	·	?	·	·
CCC(=O)N1CCc2cc(S(=O)(=O)NC(Cc3ccccc3)C(=O)NCc3ccccc3OC)ccc21 (stereo not drawn)	5	·	7%	·	-2%	·	·
Cc1c(-c2ccccc2)[nH]c2c(CNC(=O)Cn3ccc(=O)[nH]c3=O)cc(Cl)cc12	-13	?	-2%	?	4%	?	-5%
C=CCN(Cc1cccc(OCC)c1)C(=O)CC1C(=O)N(C)C(=O)N1C (stereo not drawn)	-3	-9%	-22%	7%	3%	-2%	3%
COc1ccc(NC(=O)c2nc3sccn3c2-c2ccc(C(F)(F)F)cc2)cc1	7	?	-9%	·	-9%	?	-11%
COc1cc([C@@H]2c3cc4c(cc3[C@H](O)[C@H]3COC(=O)[C@@H]23)OCO4)cc(OC)c1OC	·	·	?	·	?	·	i
COc1ccc(-c2nc(C)nc3c2CN(C(=O)Cc2ccccn2)CC3)cc1	-2	-2%	18%	·	-5%	1%	-14%
COc1ccc(-c2cc(N3CCN(C(=O)c4ccccc4F)CC3)n[nH]2)cc1	22	?	-5%	-8%	7%	?	i
Cc1cc(C(=O)N2CC[C@@H]3CN(S(C)(=O)=O)[C@@H]3C2)c(C)o1	31	-5%	-15%	-1%	8%[12.5 µM]	1%	-3%
CCOC(=O)[C@H]1C[C@]2(CCCCN(C)C2=O)N(C(=O)C2CC2)[C@H]1c1ccccc1	0	?	·	·	·	-2%	·
Cc1noc(C2CCCCCN2C(=O)NCC(C)C)n1 (stereo not drawn)	17	-16%	30%[activator]	0%	?	-2%	i
CS(=O)(=O)N[C@H]1[C@H](O)[C@H](O)C[C@@H]1c1ccccc1	13	-5%[230 µM]	-12%[87.6 µM]	0%[230 µM]	0%[87.6 µM]	4%[230 µM]	-5%[88.5 µM]
Cc1ccc2c(c1)N(C(=O)Cn1ccn3nc(-c4ccc(F)cc4)c(CO)c3c1=O)CCO2	-3	?	6%	13%	-5%	?	i
CCOc1ccccc1NC(=O)c1c(NC(=O)COc2ccccc2)sc2c1CCCCC2	4	·	6%	·	-6%	·	·
Cc1ccccc1Cn1cc(-c2ccncc2)cc1C(=O)NCc1ccncc1	-4	?	-1%	-5%	-2%	?	-7%

Carrying on:
SMILES	IP6K1 inh	3T3 cytotox	SNCA expr inh	FLuc inh	HEK293 viab	HEK cytotox	GPT2 inh
Cc1ccc2[nH]c3c(=O)n(CC(=O)N4CCN(c5ccccc5F)CC4)ncc3c2c1	23	·	4%	·	7%	·	·
Cc1ccc(NC(=O)[C@@H]2CNC[C@H](C(=O)NCc3ccccn3)C2)cn1	-7	-3%	10%	-1%	1%	i	2%
Cc1noc(C)c1CC(=O)N1C[C@@H](Oc2ccccc2)C[C@@H]1C(=O)N1CCOCC1	15	-12%	-15%	4%	5%	-3%	0%
Cc1cccc(C(=O)Nc2ccc3oc(-c4ccncc4)nc3c2)c1	3	·	12%	·	-2%	·	·

Among those listed so far, these contain a halogen:
SMILES	IP6K1 inh	3T3 cytotox	SNCA expr inh	FLuc inh	HEK293 viab	HEK cytotox	GPT2 inh
CCC1=C(C(=O)OC)C(c2ccccc2F)N2C(CC(=O)NC3CC3)=CSC2=N1 (stereo not drawn)	-3	0%	14%	-4%	-1%	-6%	2%
O=C(Cn1nc(-c2ccccc2)c2cnc3ccc(F)cc3c21)NC1CCCC1	22	·	44%[activator]	·	1%	·	·
OCC1CCCN(c2cc(-c3ccccc3F)nc3ccnn23)C1 (stereo not drawn)	15	-12%	24%	-16%	-9%	?	-6%
O=[S+]([O-])(c1cccs1)N1CCc2nc(-c3ccccc3)nc(-c3ccc(Cl)cc3)c2C1	-11	-8%	7%	·	-10%	-1%	i
NC(=O)Cc1c[nH]c2ncc(-c3ccccc3C(F)(F)F)cc12	-34*	-28%[138 µM]	-11%[87.6 µM]	4%[172 µM]	-10%[87.6 µM]	?	-17%[88.5 µM]
COc1cc(NS(=O)(=O)c2cc(Br)cc3c2N(C(=O)C2CC2)CC3)cc(OC)c1	15	·	45%[activator]	·	-27%	·	·
CCOc1ccc(NC(=O)c2ccc(-c3cccc(Cl)c3C)o2)cc1	3	·	9%	·	4%	·	·
O=C(COc1ccccc1)N1CCCN(c2cc(-c3ccc(Cl)cc3)[nH]n2)CC1	0	?	37%[activator]	-10%	1%	?	?
Cc1c(-c2ccccc2)[nH]c2c(CNC(=O)Cn3ccc(=O)[nH]c3=O)cc(Cl)cc12	-13	?	-2%	?	4%	?	-5%
COc1ccc(NC(=O)c2nc3sccn3c2-c2ccc(C(F)(F)F)cc2)cc1	7	?	-9%	·	-9%	?	-11%
COc1ccc(-c2cc(N3CCN(C(=O)c4ccccc4F)CC3)n[nH]2)cc1	22	?	-5%	-8%	7%	?	i
Cc1ccc2c(c1)N(C(=O)Cn1ccn3nc(-c4ccc(F)cc4)c(CO)c3c1=O)CCO2	-3	?	6%	13%	-5%	?	i
Cc1ccc2[nH]c3c(=O)n(CC(=O)N4CCN(c5ccccc5F)CC4)ncc3c2c1	23	·	4%	·	7%	·	·
